PPARg SRC1 recr: promotes SRC-1 coactivator recruitment by human PPARgamma | AID 631 | PPARgamma-SRC-1 coactivator recruitment biochemical assay | P37231 | activation, % at 8 µM | 0.41% of 200,000 active; in the data active = activation above about 19%;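 note: 0% = DMSO and 100% = reference agonist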
Target sequence (P37231 whole entry, looked up): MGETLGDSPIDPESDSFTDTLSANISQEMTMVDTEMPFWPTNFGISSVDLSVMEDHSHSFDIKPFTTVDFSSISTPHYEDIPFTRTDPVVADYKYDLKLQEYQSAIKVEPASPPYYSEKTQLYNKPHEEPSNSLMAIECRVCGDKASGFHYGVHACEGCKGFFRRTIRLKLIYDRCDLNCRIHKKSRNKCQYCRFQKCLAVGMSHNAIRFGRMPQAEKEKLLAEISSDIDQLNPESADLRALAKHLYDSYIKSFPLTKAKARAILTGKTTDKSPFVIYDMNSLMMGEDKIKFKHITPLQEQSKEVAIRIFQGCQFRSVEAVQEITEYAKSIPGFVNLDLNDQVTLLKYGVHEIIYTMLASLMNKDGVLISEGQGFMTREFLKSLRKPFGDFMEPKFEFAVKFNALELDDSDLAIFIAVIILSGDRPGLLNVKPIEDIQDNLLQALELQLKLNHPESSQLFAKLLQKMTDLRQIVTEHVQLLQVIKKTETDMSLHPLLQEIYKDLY
TNAP inh hiacc: inhibitors of human TNAP at high phosphate acceptor concentration | P05186 | purified TNAP, CDP-star luminescence, 1 M DEA | inhibition, % at 20 µM | 0.03% of 200,000 active;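 active = over 50% inhibition of tissue-nonspecific alkaline phosphatase at 20 µM in the single-dose screen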;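 note: plate controls were DMSO wells for no effect and EDTA-quenched wells as full inhibition for full effect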
Target sequence (P05186 whole entry, looked up): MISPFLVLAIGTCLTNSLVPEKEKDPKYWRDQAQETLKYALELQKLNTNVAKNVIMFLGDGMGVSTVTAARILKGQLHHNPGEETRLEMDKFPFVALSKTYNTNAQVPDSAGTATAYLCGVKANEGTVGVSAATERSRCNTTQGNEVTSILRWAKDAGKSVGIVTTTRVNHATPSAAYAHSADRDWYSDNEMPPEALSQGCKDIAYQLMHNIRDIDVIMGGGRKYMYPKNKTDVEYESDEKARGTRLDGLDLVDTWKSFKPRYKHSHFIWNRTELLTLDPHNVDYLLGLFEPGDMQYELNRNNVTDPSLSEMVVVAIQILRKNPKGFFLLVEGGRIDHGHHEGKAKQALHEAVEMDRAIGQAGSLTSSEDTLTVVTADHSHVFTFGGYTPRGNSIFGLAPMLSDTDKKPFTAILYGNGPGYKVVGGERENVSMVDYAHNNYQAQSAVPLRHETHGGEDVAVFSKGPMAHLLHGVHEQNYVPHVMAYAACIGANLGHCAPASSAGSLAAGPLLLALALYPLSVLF
TR-FRET SRC-2 ct: flags TR-FRET format artefacts in PPARgamma SRC-2 recruitment agonist screen; TR-FRET artefact counter-screen; stronger effect = higher value; TR-FRET ratio at 8 µM; 0.4% of 200,000 active; AID 1049; in the data active = TR-FRET ratio above about 2000; note: inactives centre near 1500
TNAP inh noacc: blocks human TNAP activity with no phosphate acceptor present. P05186. purified TNAP, CDP-star luminescence, 30 min. inhibition, % at 20 µM. 0.26% of 200,000 active;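 active = tissue-nonspecific alkaline phosphatase inhibition above about 50% at 20 µM in the single-dose screen, limit read from the data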;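 note: 0% = DMSO negative control and 100% = EDTA positive control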
bIAP inh: blocks bovine intestinal alkaline phosphatase activity; purified bovine IAP, CDP-star luminescence, 30 min; inhibition, % at 20 µM; 190,000 tested, under 10 active;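 active = over 50% inhibition of intestinal alkaline phosphatase at 20 µM in the single-dose screen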
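System: purified bovine intestinal alkaline phosphatase (IAP) enzyme; Input: IAP diluted 1/65,000,000 in the well; Measured by: CDP-star luminescence signal; Compound dosing: 20 µM single dose; Incubation: 30 min reaction at room temperature.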
TNAP act hi DEA: activators of human TNAP at high phosphate acceptor concentration; P05186; purified TNAP, CDP-star luminescence, 1 M DEA, 30 min; stronger effect = higher value; 0 = EDTA background, 1 = DMSO-only activity; activation factor at 20 µM; 200,000 tested, under 10 active; AID 1136;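 active = activation factor at least 2 at 20 µM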
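Control set: EDTA negative control, DMSO positive control / Assay system: human TNAP / Quantity: TNAP 1/800 final / Evaluation: TNAP activation factor scaled between EDTA and DMSO control wells / Measured by: luminescent substrate turnover signal / Compound dosing: one dose, 20 µM / Times: 30 min enzyme reaction at room temperature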
PPARg SRC2 recr: agonists of SRC-2 recruitment by human PPARgamma; P37231; PPARgamma LBD-SRC-2 recruitment, biochemical; activation, % at 8 µM; 0.34% of 200,000 active; AID 1032; in the data active = activation above about 22%;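 note: 0% = vehicle and 100% = reference agonist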
PPARg SRC3 recr: PPARgamma-driven SRC-3 recruitment agonism; biochemical PPARgamma/SRC-3 coactivator recruitment assay; activation, % at 8 µM; AID 731; 0.26% of 200,000 active; in the data active = activation above about 23%;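 note: 0% = DMSO and 100% = reference agonist; some compounds past the cut are filed as inactive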
bIAP activator: increases bovine intestinal alkaline phosphatase activity. 0.17% of 200,000 active. activation factor at 20 µM. purified bovine IAP, CDP-star luminescence, 30 min; stronger effect = higher value; fold of DMSO-control signal, blank-subtracted;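 active = activation factor of 2 or more at 20 µM, a signal rise over negative controls twice the positive control's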
HMGR II inh: blocks class II HMG-CoA reductase of Enterococcus faecalis; purified E. faecalis HMGR, NADPH absorbance 340 nm kinetic; inhibition, % at 10 µM; 0.41% of 190,000 active;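 active = inhibition above a set limit, the median over all tested compounds plus 3 SD, cut at about 9.5% in these data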;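 note: enzyme runs in reverse so mevalonate oxidation gives rising NADPH absorbance; 0% = complete reaction with DMSO and 100% = background rate lacking mevalonate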
* = called active by the depositor; & = joins results of further samples.

SMILES | PPARg SRC1 recr | TNAP inh hiacc | TR-FRET SRC-2 ct | TNAP inh noacc | bIAP inh | TNAP act hi DEA | PPARg SRC2 recr | PPARg SRC3 recr | bIAP activator | HMGR II inh
O=C(COC(=O)c1ccccc1C(=O)c1ccccc1)c1ccco1 | 5 | 3 | 1491 | -6 | 13 | 1 | -5 | 2 | 0.9 | -5
O=C(NCc1nc2ccccc2[nH]1)c1cccc(S(=O)(=O)N2CCCCC2)c1 | 0 | -5 | 1521 | -22 | 0 | 1 | 1 | -1 | 1 | -3
COc1ccc(N2C(=O)CCC2=O)c(OC)c1 | 4 | 0 | 1867 | 4 | 2 | 1 | 3 | 1 | 1 | -4
Cc1ccc(-c2noc(CCC(N)=O)n2)cc1 | -3 | -2 | 1476 | -7 | -2 | 1 | -2 | 6 | 1 | 0
C/C(=N\NC(=O)c1ccc(N(C)C)cc1)c1ccc(C)cc1C | 4 | -1 | 1641 | -17 | 0 | 1 | 2 | 6 | 1 | 0
Cc1nc(NC(=O)COC(=O)c2ccc(S(=O)(=O)N3CCc4ccccc4C3)cc2)c(Cl)cc1Cl | 4 | -4 | 1497 | -6 | -2 | 1 | -2 | 2 | 1 | -3
CCCCP(=O)(CCCC)CCP(=O)(c1ccccc1)c1ccccc1 | 2 | -4 | 1366 | -14 | 6 | 1 | -6 | 1 | 0.9 | -1
COc1ccc2c(c1)Sc1ccccc1N2 | 27* | 15 | 1917 | -17 | 3 | 0.8 | 17 | 13 | 1 | 4
CS/C(=N\S(=O)(=O)c1cccs1)Nc1ccc(N2CCOCC2)cc1 | 4 | -5 | 1471 | -8 | -7 | 1 | -1 | -4 | 1.1 | 0
COc1ccc(CNc2nc3nc(C)cc(C)n3n2)cc1 | 5 | -1 | 1520 | -7 | -4 | 1 | 8 | 5 | 1 | 0
CCc1nc(SCC(=O)N2CCN(C(=O)c3ccco3)CC2)c2c3c(sc2n1)CCCC3 | -6 | -7 | 1558 | -6 | 5 | 1.1 | 5 | 5 | 1 | -4
Cc1ccc(C)c(SCC(=O)Nc2cc(C)nn2-c2ccc(F)cc2)c1 | 3 | 5 | 1610 | -10 | 6 | 1 | 6 | 3 | 0.9 | -2
Cc1nc2n[nH]c(N)c2c2c1COC(C)(C)C2 | 1 | -6 | 1590 | -8 | -2 | 1.1 | 14 | -1 | 1 | -5
O=C(c1cccs1)N1CCN(Cc2cccc([N+](=O)[O-])c2)CC1 | -6 | 1 | 1623 | -13 | 20 | 1 | 2 | -1 | 0.8 | 3
COc1cc(CN(C)CC(=O)c2[nH]c(C)c(C(C)=O)c2C)ccc1OC(F)F | 0 | -1 | 1662 | -7 | -11 | 1 | 8 | 6 | 1.1 | -3
CCN(Cc1ccncc1)C(=O)c1ccc2c(c1)S(=O)(=O)c1ccccc1C2=O | 4 | 0 | 1481 | -13 | 1 | 1 | -3 | 2 | 1 | -2
CCOC(=O)c1c(NC(=O)c2ccc(N3C(=O)[C@@H]4[C@H](C3=O)[C@H]3C=C[C@@H]4C3)cc2)sc2c1CCCC2 | 2 | 2 | 1602 | -5 | 11 | 1 | -2 | 1 | 0.9 | -1
COc1ccc(CNC(=O)C2CCCN2S(=O)(=O)c2ccc(F)cc2)cc1 (stereo not given) | 2 | -8 | 1550 | -11 | -20 | 1.1 | 1 | -5 | 1.2 | -3
CCN(CC(=O)Nc1cccc(OC)c1)c1ncnc2sc(C)c(C)c12 | -1 | 1 | 1491 | 1 | 11 | 1 | 2 | -3 | 0.9 | -1
CC1=Nc2ccccc2N=C(NC(=O)CN2CCN(c3ccccc3)CC2)C1c1ccccc1 (stereo not given) | 7 | -8 | 1741 | -12 | -18 | 1.1 | 2 | 3 | 1.2 | -4
CCOC(=O)c1sc(NC(=O)COc2ncnc3ccccc23)c(C(=O)OCC)c1C | 7 | 0 | 1577 | -8 | -5 | 1 | -3 | -2 | 1 | 3
CCOC(=O)c1cnc(SCC(=O)Nc2cc(OC)cc(OC)c2)nc1N | -1 | -6 | 1894 | -9 | 14 | 1.1 | 18 | 6 | 0.9 | 1
CC(C)c1csc(CN2CCN(Cc3ccc(F)c(F)c3)C(CCO)C2)n1 (stereo not given) | 4 | 0 | 1593 | -1 | -6 | 1 | 6 | 2 | 1.1 | -1
C[N+]1(CC#CC(O)(c2ccccc2)c2ccccc2)CCCC1 | -3 | 0 | 1435 | -6 | 3 | 1 | 8 | 2 | 1 | -4
O=[N+]([O-])c1cc2c(cc1/C=N/n1c(-c3ccccn3)n[nH]c1=S)OCO2 | 3 | 8 | 1859 | 2 | 1 | 0.9 | 21 | 7 | 1 | -8
CCC(C)c1ccc(NC(=S)Nc2ccc(OC)cc2C)cc1 (stereo not given) | 2 | 1 | 1311 | -31 | 0 | 1 | -4 | -1 | 1 | 0
Cc1ccc(C(=O)O)cc1NC(=S)NC(=O)c1ccc([N+](=O)[O-])c(C)c1 | -6 | -1 | 1473 | -4 | -6 | 1 | -1 | -1 | 1.1 | 3
Cc1cccc(C)c1NC(=O)COC(=O)c1ccc2c(c1)OCO2 | 6 | -4 | 1609 | -22 | -7 | 1 | 13 | 0 | 1.1 | 0
CC(C)OC(=O)c1ccc(N)cc1 | 2 | -8 | 1496 | -11 | 6 | 1.1 | -3 | 8 | 0.9 | -7
FC(F)(F)c1cc(-c2ccccc2)nc2nc(N3CCOCC3)sc12 | 4 | -2 | 1642 | -7 | 10 | 1 | 6 | 1 | 0.9 | -1
CCCc1nn2c(=O)cc(O)nc2s1 | 6 | -2 | 1607 | -10 | 9 | 1 | 2 | 1 | 0.9 | -4
COc1cccc(CNC(=O)C2CCC(CNc3nc(=S)[nH]c4ccccc34)CC2)c1 (stereo not given) | -1 | -1 | 1528 | -6 | -4 | 1 | 4 | 0 | 1 | 0
COc1ccccc1NC(=O)CCC(=O)OCc1cccc([N+](=O)[O-])c1 | -3 | -5 | 1581 | -7 | 11 | 1 | 1 | 4 | 0.9 | -5
N#CCCn1c(Cl)nc2ccccc21 | 4 | 0 | 1596 | -7 | 5 | 1 | 0 | -7 | 1 | -5
CCOc1ccc2[nH]c(C)c(CN3CCCCC3)c(=O)c2c1 | -4 | -10 | 1660 | -14 | 6 | 1.1 | 5 | 2 | 0.9 | -4
COC(=O)c1ccccc1NC(=O)c1cccs1 | 2 | -8 | 1638 | -4 | 15 | 1.1 | 13 | -2 | 0.9 | -5
O=C(CCC(=O)OCc1ccc(Cl)cc1)Nc1cccc([N+](=O)[O-])c1 | 2 | -6 | 1631 | -6 | 12 | 1.1 | -2 | 8 | 0.9 | -7
c1ccc2[nH]c(-c3ccnc4ccccc34)nc2c1 | 3&3 | -5&-4 | 1650&1477 | 0&-12 | 0&16 | 1&1 | 11&0 | 5&1 | 1&0.8 | -2&0
CC1=C(C(=O)OC(C)C)C(c2ccsc2)NC(=O)N1C (stereo not given) | -2 | 3 | 1420 | -5 | 13 | 1 | 5 | 8 | 0.9 | 5
O=C(CSc1ncnc2c1cnn2Cc1ccccc1)Nc1ccc2c(c1)OCCO2 | 2 | -2 | 1537 | -6 | 9 | 1 | -3 | 16 | 0.9 | -1
CCOC(=O)C1(Cc2cccc(F)c2)CCN(Cc2cnc(C)s2)CC1 | 2 | -5 | 1297 | -10 | 0 | 1 | -7 | -1 | 1 | -3
Cc1sc(N)c(C(=O)c2ccccc2Cl)c1C | 4 | -4 | 1754 | -6 | 0 | 1 | -1 | 1 | 1 | -4
O=c1oc2ccccc2n1CCn1c2ccccc2c2nc3ccccc3nc21 | 8 | -3 | 1502 | -11 | 2 | 1 | 7 | -6 | 1 | 0
CCc1ccc(NC(=O)N(Cc2cccnc2)Cc2ccco2)cc1 | 7 | -6 | 1576 | -8 | -2 | 1.1 | 3 | 6 | 1 | -2
NC(=O)CSc1nnc(Cn2c(=O)sc3ccccc32)n1-c1cccc(Cl)c1 | -4 | -3 | 1462 | 1 | -2 | 1 | -1 | 9 | 1 | 2
CC(C)(C)NCCCOc1ccc(Cl)cc1C(C)(C)C | -4 | -8 | 1320 | -5 | -2 | 1.1 | 3 | -2 | 1 | -1
CCC(C)C(NC(N)=O)C(=O)Nc1ccc(S(=O)(=O)Nc2ccc(OC)cc2)cc1 (stereo not given) | 7 | -4 | 1635 | -20 | 1 | 1 | 2 | 2 | 1 | -3
Cc1ccc(NC(=O)c2ccc(N3C(=O)C4CC=C(Cl)CC4C3=O)cc2)cc1 (stereo not given) | -6 | -2 | 1326 | -9 | 17 | 1 | 3 | -4 | 0.8 | 0
CN=C1SC(C(=O)Nc2ccccc2Cl)CC(=O)N1c1ccc(OC(F)(F)Cl)cc1 (stereo not given) | 7 | 2 | 1751 | -8 | 3 | 1 | -6 | 7 | 1 | 2
CC1CCCCC1NC(=O)C1CCN(S(=O)(=O)c2ccc3c(c2)CCC(=O)N3)CC1 (stereo not given) | 4 | 0 | 1493 | -8 | -1 | 1 | -8 | 3 | 1 | -7

An excerpt from above in order of length of the SMILES, rising.
SMILES | PPARg SRC1 recr | TNAP inh hiacc | TR-FRET SRC-2 ct | TNAP inh noacc | bIAP inh | TNAP act hi DEA | PPARg SRC2 recr | PPARg SRC3 recr | bIAP activator | HMGR II inh
Cc1ccc(NC(=O)c2ccc(N3C(=O)C4CC=C(Cl)CC4C3=O)cc2)cc1 (stereo not given) | -6 | -2 | 1326 | -9 | 17 | 1 | 3 | -4 | 0.8 | 0
CN=C1SC(C(=O)Nc2ccccc2Cl)CC(=O)N1c1ccc(OC(F)(F)Cl)cc1 (stereo not given) | 7 | 2 | 1751 | -8 | 3 | 1 | -6 | 7 | 1 | 2
CC1CCCCC1NC(=O)C1CCN(S(=O)(=O)c2ccc3c(c2)CCC(=O)N3)CC1 (stereo not given) | 4 | 0 | 1493 | -8 | -1 | 1 | -8 | 3 | 1 | -7

The listing continues:
SMILES | PPARg SRC1 recr | TNAP inh hiacc | TR-FRET SRC-2 ct | TNAP inh noacc | bIAP inh | TNAP act hi DEA | PPARg SRC2 recr | PPARg SRC3 recr | bIAP activator | HMGR II inh
O=C(NCC1(c2ccccc2)CCCC1)C(=O)NCC1(c2ccccc2)CCCC1 | 8 | -5 | 1755 | -8 | -17 | 1.1 | 9 | 4 | 1.2 | -6
O=C(N/N=C/c1ccccn1)c1ccc(S(=O)(=O)N2CCCCCC2)cc1 | -7 | -3 | 1447 | -3 | 4 | 1 | -3 | 2 | 1 | -6
CCOC(=O)C(C(=O)OCC)C(Nc1ccccc1)c1ccccc1 (stereo not given) | 13 | -1 | 1617 | -18 | 11 | 1 | 2 | 8 | 0.9 | -2
Cc1ccc(OCCOCCN2CCN(C)CC2)c([N+](=O)[O-])c1 | -2 | -2 | 1631 | -10 | 2 | 1 | 4 | 2 | 1 | 3
COc1ccc(OCC(=O)Nc2cccc3ncccc23)cc1 | 13 | -1 | 1640 | -15 | 4 | 1 | 5 | 5 | 1 | -6
COc1cc(OC)cc(C(=O)N2CCN(Cc3ccccc3Br)CC2)c1 | -5 | -5 | 1608 | -9 | -6 | 1 | 2 | 3 | 1.1 | -2
COc1ccc(C2C(C(=O)NCc3ccco3)CCC(=O)N2c2ccc(OC)cc2)cc1 (stereo not given) | 3 | -1 | 1492 | -3 | -4 | 1 | 9 | 10 | 1 | 0
Cc1ccc(N=Nc2ccc(O)c3ncccc23)cc1C | 4 | 34 | 1540 | 20 | 25 | 0.7 | -3 | 0 | 0.7 | 0

Bioassay records deposited in PubChem BioAssay by several laboratories.
